Source: PubChem (several laboratories)
D1 allo mod – D1 CRE-luciferase signal change, two-sided – cell-based, HEK293 D1, dopamine EC30, D1 allosteric modulator project, primary screen. D(1A) dopamine receptor (Homo sapiens), P21728. AID 641, 2007. 5.9% of 58,000 active. B-score at 10 µM. dopamine EC30 potentiation; actives deviate in either direction;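 active means luminescence count or its row- and column-corrected plate score outside the 99.7% band of the plate's sample wells, on either side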
S1P1 ag-PAM – S1P1 agonists and agonism potentiators, primary screen, cell-based, primary and confirmation screens, CRE-bla reporter; AID 449, 2006; 0.57% of 56,000 active; activation, % at 9.5 µM; Sphingosine 1-phosphate receptor 1 (Homo sapiens), P21453; S1P1 CRE-bla cells, forskolin, beta-lactamase FRET, potentiator mode; S1P1 agonist co-added at EC20, 2 nM; 100% = saturating reference agonist, 0% = basal;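 active means activation above a cutoff set at the mean activation of all tested compounds plus 3 SD, cut at about 54% in these data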;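 further: forskolin at 4 µM as EC80 and the EC20 agonist is SEW2871; 100% = SEW2871 at its EC100 plus forskolin at EC80; some compounds past the cut are filed as inactive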
E coli RNAP – E. coli RNAP inhibitors, biochemical | DNA-directed RNA polymerase subunit beta (Escherichia coli (strain K12)), P0A8V2 | E. coli RNA polymerase, fluorescence transcription assay | inhibition, %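 (tested at 10 µM)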 | 0.2% of 62,000 active; in the data active means inhibition above about 20%;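 further: 0% = enzyme without compound and 100% = no enzyme blank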
Target sequence (P0A8V2 whole entry, looked up): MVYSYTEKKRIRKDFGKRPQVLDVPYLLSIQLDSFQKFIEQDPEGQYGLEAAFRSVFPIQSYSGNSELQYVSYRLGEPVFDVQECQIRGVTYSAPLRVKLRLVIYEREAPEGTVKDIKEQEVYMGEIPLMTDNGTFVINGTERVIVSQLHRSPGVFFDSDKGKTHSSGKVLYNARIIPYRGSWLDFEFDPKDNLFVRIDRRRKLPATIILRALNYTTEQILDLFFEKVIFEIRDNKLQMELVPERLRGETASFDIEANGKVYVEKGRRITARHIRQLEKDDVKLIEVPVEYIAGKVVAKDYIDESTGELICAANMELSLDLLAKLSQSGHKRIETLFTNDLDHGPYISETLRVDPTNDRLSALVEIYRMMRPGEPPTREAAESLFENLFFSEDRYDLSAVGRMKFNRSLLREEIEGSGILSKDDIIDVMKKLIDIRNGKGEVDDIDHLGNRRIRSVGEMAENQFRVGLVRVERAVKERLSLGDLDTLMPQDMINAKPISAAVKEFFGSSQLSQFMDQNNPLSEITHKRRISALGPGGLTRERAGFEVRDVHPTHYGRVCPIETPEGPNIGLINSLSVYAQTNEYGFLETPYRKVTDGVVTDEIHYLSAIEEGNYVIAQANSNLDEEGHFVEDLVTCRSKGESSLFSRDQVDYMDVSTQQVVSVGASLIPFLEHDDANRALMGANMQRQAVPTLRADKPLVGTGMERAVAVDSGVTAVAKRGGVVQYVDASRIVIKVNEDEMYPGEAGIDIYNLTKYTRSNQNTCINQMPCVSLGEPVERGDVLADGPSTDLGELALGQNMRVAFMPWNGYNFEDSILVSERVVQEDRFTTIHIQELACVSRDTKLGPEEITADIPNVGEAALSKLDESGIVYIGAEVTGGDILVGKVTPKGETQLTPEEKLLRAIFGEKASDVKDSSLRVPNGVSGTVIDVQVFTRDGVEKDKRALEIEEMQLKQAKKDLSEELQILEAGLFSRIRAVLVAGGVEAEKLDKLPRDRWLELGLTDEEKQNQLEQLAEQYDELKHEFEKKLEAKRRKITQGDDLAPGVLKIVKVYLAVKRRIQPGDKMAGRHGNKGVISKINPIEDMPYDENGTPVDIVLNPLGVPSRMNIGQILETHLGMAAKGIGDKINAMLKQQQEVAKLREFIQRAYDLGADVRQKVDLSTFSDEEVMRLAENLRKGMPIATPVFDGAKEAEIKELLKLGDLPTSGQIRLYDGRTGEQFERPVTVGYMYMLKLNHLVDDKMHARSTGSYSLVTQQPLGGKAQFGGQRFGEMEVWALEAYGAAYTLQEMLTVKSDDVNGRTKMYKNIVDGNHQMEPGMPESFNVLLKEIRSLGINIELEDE
HEK293 NFkB inh – inhibitors of PMA/ionomycin-induced NF-kB reporter, primary screen, antigen receptor NF-kB inhibitor project, cell-based, HEK-293 luciferase reporter, luminescence | HEK-293 NF-kB luciferase reporter | 0.21% of 62,000 active | inhibition, % at 3 µM;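 active means inhibition above the mean of all tested compounds plus 3 SD, cut at about 40% in these data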;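 further: 0% = stimulated DMSO wells and 100% = 10 µM reference inhibitor 5653914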
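Material: HEK-293 cells with stable firefly luciferase reporter driven by four HIV NF-kB elements / Also added: PMA plus ionomycin mix as NF-kB-activating stimulus / Compound dosing: 3 µM once, 0.30% DMSO / Times: 1 h pretreatment, 16 h stimulation, 37 °C / Signal: luminescence / Evaluation: per-plate % inhibition versus controls / Benchmarks: DMSO and 10 µM reference inhibitor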
M1 antag – antagonists of rat M1 muscarinic receptor; Muscarinic acetylcholine receptor M1 (Rattus norvegicus), P08482; CHO-M1 cells, Fluo-4 calcium, ACh EC80 antagonist mode; active compounds read low; B-score at 10 µM; 3.4% of 64,000 active; AID 628, 2007;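 active means calcium fluorescence response, raw or row-and-column corrected B-score, differing from the plate sample mean either way at a set confidence level, mostly lower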
M1 agonist – M1 muscarinic receptor agonists, primary screen, CHO-M1 cells, Fluo-4 calcium, agonist mode. Muscarinic acetylcholine receptor M1. 3% of 64,000 active. B-score at 10 µM. Fluo-4 calcium fluorescence; active compounds read high. AID 626, 2007;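 active means fluorescence rise, raw or as B-score row- and column-corrected plate score, outside the 99.7% band of its plate's samples, either direction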
TNAP act mid DEA – human TNAP enzyme activators, primary screen, biochemical, luminescent, intermediate phosphate acceptor level. Alkaline phosphatase, tissue-nonspecific isozyme (Homo sapiens), P05186. purified TNAP, CDP-star luminescence, 100 mM DEA, 30 min; active compounds read high; scale: 0 levamisole-inhibited, 1 vehicle-only enzyme. activation factor at 20 µM. 64,000 tested, under 10 active. AID 813, 2007;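 active means activation factor of at least 2 at 20 µM, relative to controls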
Jurkat viability – cytotoxicity toward Jurkat T cells, primary screen, cytotoxicity control, cell-based, Jurkat E6.1, 60K MLSMR library. Jurkat E6.1 viability, ATP luminescence, 48 h. inhibition, % at 4 µM. 1.2% of 56,000 active. AID 463, 2006;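 active means inhibition above the mean inhibition of all tested compounds plus 3 SD, cut at about 28% in these data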
S1P3 ag – human S1P3 receptor agonists, primary screen, cell-based, primary and confirmation, NFAT-BLA reporter | 0.1% of 60,000 active | S1P3 NFAT-BLA reporter cells, agonism, FRET ratio; relative to 1 µM S1P, basal subtracted | Sphingosine 1-phosphate receptor 3 (Homo sapiens), Q99500 | activation, % at 4.5 µM;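 active means activation above the screen-wide mean plus 3 SD, cut at about 4.5% in these data, passing the limit was not always enough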; further: some compounds called inactive have numbers as strong as hits
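Assay system: stable CHO line with human S1P3, Gα16, NFAT-BLA reporter; Detection: FRET β-lactamase substrate fluorescence, excitation 405 nm, 460/535 nm emission ratio, background-subtracted; Read-out: percent activation versus median 1 µM S1P response, basal-subtracted, per plate; Incubation: cells plated overnight, compound 4 h 37 °C, substrate 2 h RT.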
Starred values were filed as active, the others as inactive; x = not tested or not shown.

SMILES | D1 allo mod | S1P1 ag-PAM | E coli RNAP | HEK293 NFkB inh | M1 antag | M1 agonist | TNAP act mid DEA | Jurkat viability | S1P3 ag
O=C(CC(C(=O)N1CCc2ccccc21)n1ccnc1)NCc1cccnc1 (configuration not stated) | 0.71 | -19 | 9 | 18 | 0.86 | 0.82 | 1 | -3 | -0.7
Cc1ccc(NS(=O)(=O)c2ccc(NC(=O)C3CCCO3)cc2)cc1 (configuration not stated) | 2.5 | -2 | 13 | 5 | 0.57 | 0.085 | 0.9 | 8 | 0.0
CN(C)c1nc(Oc2ccc(=O)n(C)n2)nc(N2CCOCC2)n1 | -0.18 | -16 | -9 | 5 | -0.26 | 1.2 | 0.9 | -7 | -1.0
Cn1cccc1Cc1nnc(SCC(=O)NCc2ccco2)n1CCc1ccccc1 | 0.72 | -28 | -6 | 21 | 0.23 | -0.58 | 1 | 8 | -0.2
Cc1ccc2oc(-c3ccc(NC(=O)c4cccnc4)cc3)nc2c1 | -0.093 | 91 | -6 | -26 | 0.93 | -0.76 | 0.9 | 13 | -1.1
Cc1cc(C)nc(-n2nc(C)c(C3(O)C(=O)Nc4ccccc43)c2N)n1 (configuration not stated) | -0.041 | x | 8 | 6 | 0.079 | 0.11 | 1 | x | x
COc1ccc(NC(=O)CSc2nnc(Cc3cccn3C)n2-c2ccc(OC)cc2)cc1 | 0.59 | 18 | 3 | -1 | -0.0019 | 0.12 | 1 | 3 | -1.5
COC(=O)c1ccc(Cl)c(NS(=O)(=O)c2ccc3c(c2)OCCO3)c1 | -0.26 | 25 | 12 | 10 | -0.17 | 0.012 | 0.9 | 58* | -0.2
c1ccc(CNC2=NCCCC2)cc1 | 0.49 | -52 | -3 | 13 | -1.7 | 0.29 | 0.9 | -3 | -0.9
COC(=O)c1cn(NC(=O)C2CCCO2)c(=O)c2ccccc12 (configuration not stated) | -0.98 | x | 6 | 25 | 0.66 | 0.061 | 0.8 | x | x

Individual results from the list:
COC(=O)c1cn(NC(=O)C2CCCO2)c(=O)c2ccccc12 (configuration not stated) in M1 agonist is listed with 0.061
CN(C)c1nc(Oc2ccc(=O)n(C)n2)nc(N2CCOCC2)n1 in M1 agonist is listed with 1.2
Cc1ccc2oc(-c3ccc(NC(=O)c4cccnc4)cc3)nc2c1 in M1 antag is listed with 0.93
O=C(CC(C(=O)N1CCc2ccccc21)n1ccnc1)NCc1cccnc1 (configuration not stated) in M1 antag is listed with 0.86

Reformatted: entries from further up
Structure,D1 allo mod,S1P1 ag-PAM,E coli RNAP,HEK293 NFkB inh,M1 antag,M1 agonist,TNAP act mid DEA,Jurkat viability,S1P3 ag
COC(=O)c1ccc(Cl)c(NS(=O)(=O)c2ccc3c(c2)OCCO3)c1,-0.26,25,12,10,-0.17,0.012,0.9,58*,-0.2
c1ccc(CNC2=NCCCC2)cc1,0.49,-52,-3,13,-1.7,0.29,0.9,-3,-0.9

Next compounds
SMILES | D1 allo mod | S1P1 ag-PAM | E coli RNAP | HEK293 NFkB inh | M1 antag | M1 agonist | TNAP act mid DEA | Jurkat viability | S1P3 ag
COC(=O)c1ccccc1NC(=O)N1CCCC1 | 1.9 | -5 | -7 | 19 | -0.017 | 0.0036 | 0.8 | -4 | -0.6
CC(=O)CC(=O)Nc1ccccc1NC(C)=O | -0.23 | -4 | 8 | 18 | -0.045 | -0.11 | 1 | -5 | -1.4
CN(C)c1nc(Oc2ccc(C(=O)OCC(=O)Nc3ccccc3)cc2)nc(N(C)C)n1 | -1.5 | -4 | 1 | 12 | -1 | 1.7 | 1 | 8 | -1.7
CN(c1ccccc1)S(=O)(=O)c1ccc(C(=O)Nc2nccs2)cc1 | -1.5 | 8 | 5 | -2 | 0.14 | 1.7 | 0.9 | -9 | -0.9
Cc1cc(-c2nsc(=O)o2)c(S(C)(=O)=O)s1 | 0.51 | -17 | 4 | 6 | x | x | 1 | -1 | -0.6
c1ccc2c(c1)nc(Nc1ccc3c(c1)OCO3)c1nnnn12 | 8.6* | -25 | 5 | 1 | 0.69 | 0.73 | 0.9 | -4 | -0.2
CCCNC(=O)c1nc2ncc(Br)cn2n1 | 0.33 | 7 | -2 | 6 | 0.22 | 0.029 | 0.9 | -1 | -0.9
CN(C)c1oc(-c2ccccc2Cl)nc1C#N | 3.4* | 2 | 2 | 3 | 0.54 | -0.34 | 0.9 | -9 | 0.9
CCSc1nc2ccccc2n1S(=O)(=O)c1ccccc1 | 3.7 | -17 | -2 | 2 | -0.42 | 0.053 | 0.9 | -9 | 0.2
COC(=O)c1ccc(NC(=O)C(C)N2C(=O)c3ccccc3C2=O)cc1 (configuration not stated) | 1.3 | -4 | 6 | 13 | 0.61 | 0.3 | 0.8 | -6 | -0.2
Cc1nn(-c2ccccc2)c2sc(C(=O)C(C#N)c3ccccn3)cc12 (configuration not stated) | -0.02 | -19 | 7 | 7 | 0.088 | 1.2 | 0.9 | -6 | -0.5
O=C1CC(C(=O)Nc2ccccc2)N=C(N2CCCCC2)N1 (configuration not stated) | 0.24 | -30 | 0 | 6 | 0.7 | 0.13 | 1 | -4 | -0.2
COc1ccc(CN2C(=O)c3ccccc3C2C(=O)NC2CCCC2)c(OC)c1 (configuration not stated) | 0.088 | 11 | 6 | 19 | -0.059 | -0.27 | 0.8 | -6 | 0.9
COc1ccc(NC(=O)CSc2nnc(COc3ccccc3)n2Cc2ccco2)cc1OC | -1.6 | -18 | 10 | -4 | -0.28 | -1.3 | 0.9 | 1 | -0.1
CN(C)/C=N/c1c(C#N)cnn1-c1ccccc1 | 0.32 | -19 | 5 | 11 | 0.91 | 0.24 | 0.9 | -3 | -0.3
COc1ccc(N2C(=O)CC(N3CCN(c4nc5ccccc5s4)CC3)C2=O)cc1 (configuration not stated) | 0.42 | -9 | 5 | 12 | -0.059 | 0.62 | 0.9 | 10 | 0.1
CCn1c(SC)nnc1-c1c[nH]c2ccccc12 | -0.41 | 16 | 3 | 11 | 0.061 | -0.94 | 1 | 4 | -0.9
O=C1CSC(=Nc2ccc(O)cc2)N1c1ccc(O)cc1 | -0.028 | -12 | 8 | x | 0.93 | 0.37 | 0.9 | x | -3.4
COc1cccc(C2c3c(oc4ccccc4c3=O)C(=O)N2c2ccccn2)c1 (configuration not stated) | -0.098 | 4 | 6 | 23 | -0.18 | 0.2 | 1 | 6 | -1.0
CCOC(=O)Nc1ccc2c(C)cc(=O)oc2c1 | 0.4 | 7 | -2 | -8 | 0.15 | -0.29 | 0.9 | -15 | -0.2
COc1cccc(-n2c(SCC(=O)N3CCOCC3)nnc2-c2c[nH]c3ccccc23)c1 | -0.15 | -4 | 15 | 4 | 1.1 | 0.071 | 0.9 | 2 | -1.1
O=C(O)c1cc(-c2ccco2)nc2ccccc12 | -0.25 | x | -2 | 8 | -0.4 | -0.79 | 1 | -3 | -0.6
CCCN(CCC)C(=O)CC(c1ccc(F)cc1)c1ccco1 (configuration not stated) | x | 14 | 8 | x | -0.18 | -0.15 | 0.9 | x | -4.7
CC(=O)Nc1ccc(Cl)c(C(N)=O)c1 | 0.5 | -5 | 16 | 9 | 0.44 | 0.22 | 0.9 | -5 | -0.3
CCCC1=C(C(=O)OCC)C(c2ccc(NC(C)=O)cc2)NC(=O)N1 (configuration not stated) | x | 13 | 1 | -1 | -0.04 | 0.2 | 1.1 | 3 | -1.0
CCOC(=O)N1CCN(C(=O)CCSc2ccc(C)cc2)CC1 | -0.15 | -23 | 7 | 2 | -0.24 | 0.21 | 0.9 | 0 | 1.0
CC(=O)N1c2c(cc(Br)cc2S(=O)(=O)NCC2COc3ccccc3O2)CC1C (configuration not stated) | -1.1 | x | 4 | -3 | 0.057 | -0.38 | 0.8 | x | x
O=C(CN1C(=O)CC(c2ccco2)Sc2ccccc21)NCc1ccc2c(c1)OCO2 (configuration not stated) | -0.53 | 8 | -2 | 10 | -0.35 | 2 | 1 | -1 | -0.4
Cc1onc(-c2ccccc2Cl)c1C(=O)N(C)C1CCCCC1 | x | 10 | 2 | 12 | -0.21 | 0.39 | 0.9 | 20 | 0.1
Cc1cc(=O)n2[nH]c(COc3ccccc3)nc2n1 | 0.11 | -20 | 7 | 1 | -0.14 | -0.0065 | 0.9 | -4 | -0.4
CCOC(=O)C1=C(c2ccccc2)Nc2ncnn2C1c1cccc(OC)c1OC (configuration not stated) | -0.0078 | x | -2 | 10 | 0.082 | 1.2 | 0.9 | 3 | -0.8
COc1ccc(-c2noc(CCCc3ccccc3)n2)cc1OC | 2.5 | 36 | 7 | 8 | -0.024 | 0.001 | 0.9 | 8 | -0.9
O=C(Nc1ccccn1)[C@@H]1CCC(=O)N1C(=O)OCc1ccccc1 | 0.69 | -6 | 11 | 2 | -0.97 | 0.1 | 0.9 | 0 | -0.4
CC(O)CNc1ncnc2nc[nH]c12 (configuration not stated) | -0.26 | x | 6 | 10 | 0.79 | -0.03 | 0.9 | x | x
O=C(NC1CCCCC1)C(c1ccccc1F)N(Cc1ccco1)C(=O)Cn1nnc2ccccc21 (configuration not stated) | -0.0065 | -3 | -1 | 11 | -0.2 | -1.2 | 1 | 2 | -1.1
CCN(C(=O)COc1ncnc2scc(-c3ccc(F)cc3)c12)C1CCS(=O)(=O)C1 (configuration not stated) | 1.3 | 8 | 5 | 0 | 0.34 | -0.31 | 1 | -3 | 0.0
O=C(Nc1cccc(F)c1)c1cc(S(=O)(=O)N2CCC(C(=O)O)CC2)ccc1F | -0.69 | x | 3 | 19 | -1 | 1.5 | 0.9 | x | x
CCCCC(OC(=O)c1cc2occc2n1C)C(=O)NCC1CCCO1 (configuration not stated) | 0.16 | 8 | 4 | 1 | -0.17 | 0.69 | 1 | 0 | 1.1
Nc1nc(CSc2nnc(-c3cccc(F)c3)n2-c2ccccc2)nc(N2CCOCC2)n1 | -0.01 | 27 | -2 | -2 | 0.5 | 0.79 | 0.9 | -4 | 0.7
O=C(CN1CC(=O)Oc2ccccc21)OCC(=O)c1ccccc1 | x | 4 | 7 | -10 | 0.057 | 0.65 | 1.4 | -8 | -0.5
COc1ccc(C)cc1-n1nnnc1SCC(=O)NC(=O)NCc1ccco1 | 0.083 | 8 | 3 | 16 | 0.14 | -1 | 1 | -2 | -0.2
O=C(NCN1CCCCC1)c1cnccn1 | 0.015 | 16 | 11 | -3 | -0.9 | -1 | 0.9 | 8 | 0.5
Cc1cc2c(nn1)CCC/C2=N\O | 0.078 | -23 | 2 | 4 | 0.063 | -0.41 | 1 | -2 | -0.6
O=C1c2ccccc2C(O)(Cc2ccccc2)N1CCCN1CCOCC1 (configuration not stated) | 0.86 | 1 | 6 | 15 | 0.47 | 0.32 | 0.9 | 1 | 0.1
